Assay outcomes from PubChem.
BLM helicase inh: blocks DNA unwinding by human BLM helicase. P54132. recombinant BLM DNA unwinding, fluorescence dequenching. Potency, µM (titrated, usually from 56.1 µM), without a hit: top-dose activity change, negative = inhibition, actives largely listed as inhibitors. hit rate 0.2% among 350,000. AID 2528;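 further: potency means the concentration at half of the fitted maximal effect; plate controls were vehicle for no effect and no enzyme for full effect; nearly all actives have a fitted effect of over 35% in size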
Pol eta inh: inhibitors of human DNA polymerase eta | Q9Y253 | recombinant Pol eta, fluorescent DNA replication assay | Potency, µM (doses to about 114 µM), for inactives: at the highest dose activity change, negative = inhibition, actives largely listed as inhibitors | hit rate 1.2% among 390,000 | AID 588591; further: potency means the concentration at half of the fitted maximal effect; on the % scale 0 is the no-effect control and ±100 the full control effect
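Pol eta (10 nM) was preincubated with compounds for 15 min at room temperature, after which fluorescent replication substrate (50 nM final) was added to start the reaction. Fluorescence was read kinetically at 0 and 10 min.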
Apoferritin bind: candidate novel general anesthetic via apoferritin binding | P02791 | apoferritin/1-aminoanthracene competitive binding, fluorescence | Potency, µM (doses to about 77.5 µM), inactives show top-dose activity change, negative = displacement, most hits filed as inhibitors | hit rate 0.074% among 350,000 | AID 485281; further: potency means the concentration at half of the fitted maximal effect; on the % scale 0 is the no-effect control and ±100 the full control effect; nearly all actives have a fitted effect of over 20% in size
Target sequence (P02791 2-175 limits assumed): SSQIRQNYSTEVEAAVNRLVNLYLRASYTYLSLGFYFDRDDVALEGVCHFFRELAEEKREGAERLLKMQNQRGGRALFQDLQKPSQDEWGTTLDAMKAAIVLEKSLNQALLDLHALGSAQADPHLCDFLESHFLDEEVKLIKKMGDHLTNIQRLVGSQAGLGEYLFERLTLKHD
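In PBS, apoferritin at 10 uM is loaded with 1-AMA from a 50% saturated solution. After 10 min of compound exposure at ambient temperature, reduced 535 nm fluorescence indicates probe displacement.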
POLK inh: inhibitors of human DNA polymerase kappa; AID 588579; Q9UBT6; purified Pol kappa, fluorescent DNA synthesis assay, 10 min; Potency, µM (titrated, usually from 107 µM), for inactives: at the top dose activity, negative = inhibition, most hits filed as inhibitors; hit rate 0.53% among 400,000; further: potency means the concentration at half of the fitted maximal effect; on the % scale 0 is the no-effect control and ±100 the full control effect
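Fluorescent qHTS in 1536-well format: enzyme (10 nM) and compound sat 15 min at room temperature before 50 nM substrate (final) was added. Signal taken at 0 and 10 min; no-enzyme buffer wells were negative controls.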
RXFP1 antag: antagonists of human relaxin receptor RXFP1; Q9HBX9; HEK293-RXFP1, relaxin-stimulated cAMP HTRF, 30 min; hits give low values; activity change, negative = inhibition, % at 57.5 µM; hit rate 0.59% among 350,000;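 active means activity change of -60% or lower, but not beyond a set lower limit; inconclusive means change between -60% and -40%, or beyond the set limit; inactive means change above -40%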; further: on the % scale 0 is the no-effect control and ±100 the full control effect
POLI inh: blocks human DNA polymerase iota activity | Q9UNA4 | Pol iota fluorescent replication assay, 10 min | Potency, µM (doses to about 115 µM), for inactives: top-dose activity, negative = inhibition, actives largely listed as inhibitors | hit rate 1% among 390,000; further: potency means the concentration at half of the fitted maximal effect
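Pol iota at 10 nM preincubated 15 min with compounds at room temperature; reaction started with fluorescent substrate, 50 nM final. Fluorescence read kinetically at 0 and 10 min; buffer-only wells as negative control.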
Pol beta inh: blocks human DNA polymerase beta activity; hit rate 1.3% among 340,000; Pol beta primer extension/strand displacement, fluorescence kinetic; Potency, µM (series often up to 114 µM), for inactives: top-dose activity change, negative = inhibition, hits mostly inhibitors; AID 485314; further: potency means the concentration at half of the fitted maximal effect; on the % scale 0 is the no-effect control and ±100 the full control effect
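Curves were derived by four-parameter Hill fits of normalized qHTS data. The kinetic fluorescent primer-extension read was taken at 0 and 10 min after 50 nM substrate, following a 15 min room-temperature preincubation of 10 nM enzyme with compounds.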
PGK inhibitor: inhibitors of T. brucei phosphoglycerate kinase; PGK/GAPDH coupled, Kinase-Glo luminescence, 60 min; hit rate 0.043% among 380,000; Potency, µM (top dose mostly 57.5 µM), for inactives: at the highest dose activity change, negative = inhibition, usual class: inhibitors; P07378; further: potency means the concentration at half of the fitted maximal effect; on the % scale 0 is the no-effect control and ±100 the full control effect; nearly all actives have a fitted effect of over 60% in size
Target sequence (P07378 whole entry, looked up): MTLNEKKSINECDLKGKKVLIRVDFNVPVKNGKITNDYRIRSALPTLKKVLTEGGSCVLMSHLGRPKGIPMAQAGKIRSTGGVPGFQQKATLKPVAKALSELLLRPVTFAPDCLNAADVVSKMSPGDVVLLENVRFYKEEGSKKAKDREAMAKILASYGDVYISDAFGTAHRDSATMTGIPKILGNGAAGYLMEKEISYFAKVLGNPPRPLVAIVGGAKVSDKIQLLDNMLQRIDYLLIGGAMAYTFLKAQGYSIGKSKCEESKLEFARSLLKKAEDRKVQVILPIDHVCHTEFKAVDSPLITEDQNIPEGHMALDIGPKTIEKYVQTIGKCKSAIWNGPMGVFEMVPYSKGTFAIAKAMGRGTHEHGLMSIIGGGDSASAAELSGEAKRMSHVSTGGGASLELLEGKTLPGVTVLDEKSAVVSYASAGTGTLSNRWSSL
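Recombinant glycosomal PGK reaction used 1,3-bisphosphoglycerate generated in-well by GAPDH (100nM final) in 100mM TEA pH 7.6, 5mM MgCl2, 0.01% Tween-20. After 60 minutes at room temperature, ATP was read by Kinase-Glo Plus luminescence end-point.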
APE1 inh: inhibitors of human APE1 endonuclease; P27695; recombinant APE1, TAMRA/BHQ-2 abasic DNA cleavage fluorescence; Potency, µM (top dose mostly 65.8 µM), for inactives: top-dose activity change, negative = inhibition, hits mostly inhibitors; hit rate 0.35% among 350,000;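 further: potency means the concentration at half of the fitted maximal effect; plate controls were vehicle for no effect and reference inhibitor for full effect; nearly all actives have a fitted effect of over 55% in size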
Target sequence (P27695 whole entry, looked up): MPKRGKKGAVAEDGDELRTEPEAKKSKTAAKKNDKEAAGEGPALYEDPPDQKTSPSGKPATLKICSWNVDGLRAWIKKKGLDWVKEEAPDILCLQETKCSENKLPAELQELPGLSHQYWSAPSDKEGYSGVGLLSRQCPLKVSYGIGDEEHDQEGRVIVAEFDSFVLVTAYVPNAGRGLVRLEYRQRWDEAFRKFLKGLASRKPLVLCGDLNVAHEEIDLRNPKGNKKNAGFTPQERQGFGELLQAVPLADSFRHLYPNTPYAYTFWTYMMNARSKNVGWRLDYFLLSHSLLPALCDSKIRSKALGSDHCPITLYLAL
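APE1 at 0.75 nM preincubated 15 min at room temperature with compound. Reaction then started with 50 nM double-stranded THF-abasic substrate labelled with TAMRA/BHQ-2, and 525/598 nm fluorescence read kinetically. Activity taken as third-minus-first read difference, normalized to DMSO and NSC13755 controls.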
Numbers without * were called inactive; i = inactive; ? = inconclusive; nt = not tested or not shown; & = joins results of further samples; [ ] = another dose, or the depositor's remark. Unless noted, the call rests on the fitted dose curve; in most records, active means well fitted curve in the direction sought with a large enough effect; inconclusive means small, poorly fitted or top-dose-only effect, or another doubt; inactive means no such curve, though single readings can be large; an effect the other way counts as inactive or inconclusive. This is a subset (hit frequency here may not be typical).

compound,BLM helicase inh,POLK inh,RXFP1 antag,APE1 inh,PGK inhibitor,Pol eta inh,POLI inh,Pol beta inh,Apoferritin bind
O=C(CN1CCCC1)Nc1ccc([N+](=O)[O-])cc1Cl,-2.3%,-10.1%,-0.4,26.0%,16.6%,-15.5%,2.2%,39.5%,-4.5%
CCCCn1c(N)c(N(CCOC)C(=O)c2ccc(N3C(=O)CCC3=O)cc2)c(=O)[nH]c1=O,nt,-3.5%,2.0,-6.3%,-6.7%,-16.9%,17.9%,nt,nt
Cc1cccc2sc(NC(=O)c3cc(S(=O)(=O)N(C)C)ccc3N3CCCC3)nc12,-10.6%,-9.0%,?,-6.2%,-6.1%,-6.2%,4.0%,?,-7.6%
COC(=O)c1ccccc1NC(=O)N1c2ccccc2CC1C (stereo not given),-13.2%,-12.7%,-32.8,-3.6%,-4.0%,-16.4%,0.9%,-1.3%,-6.1%
COc1ccccc1N1C(=NC(=O)CCC2CCCC2)SC2CS(=O)(=O)CC21 (stereo not given),-3.5%,-3.3%,0.7,-5.1%,-8.0%,-16.8%,45.6%[activator],0.0%,0.5%
CCOC(=O)c1cc2c(=O)n3ccccc3nc2n(C(C)C)c1=NC(=O)C(C)(C)Oc1ccc(Cl)cc1,0.5%,6.2%,nt,nt,-5.4%,-17.9%,36.6%[activator],19.2%,61.1%[activator]
CCCCCc1cc(OC)cc2c1C(=O)OC(C)(C)O2,nt,10.6%,nt,22.5%,i,-17.1%,38.7%[activator],nt,nt
CCOC(=O)c1cc2c(=O)n3ccccc3nc2n(Cc2ccco2)c1=NC(=O)c1ccc(F)cc1,-2.9%,-12.1%,nt,nt,-0.1%,1.0%,?,6.7%,-3.9%
CN(C)C(=O)CN1C(=O)C2CCCCN2C(=O)c2ccccc21 (stereo not given),-2.0%,6.9%,0.4,0.9%,-11.2%,-13.1%,18.8%,39.7%[activator],-5.6%
CC1C(C#N)=C(N)OC2=C1C(=O)CC(C)(C)C2 (stereo not given),-4.4%,-16.7%,-3.1,-3.0%,-6.9%,-1.8%,?,-15.1%,-13.4%
COc1ccc(N(CC(=O)NCCc2ccccc2)S(=O)(=O)c2c(C)nn(C)c2C)cc1,0.7%,-15.8%,nt,nt,6.1%,-17.5%,15.0%,-3.0%,4.7%
CCOC(=O)c1ccc(N2C(=O)c3n[nH]c(C)c3C2c2ccccc2)cc1 (stereo not given),-7.4%,0.0%,1.5,-5.0%,-4.5%,-12.8%,8.3%,0.1%,?
CC(=O)Nc1ccc(NC(=O)C(C)OC(=O)C2CCN(S(=O)(=O)c3ccc4c(c3)OCCO4)CC2)cc1 (stereo not given),nt,-13.9%,-11.1,32.2%,-5.9%,-11.7%,25.1%,nt,nt
O=c1c2ccccc2nc(CSc2nnnn2-c2ccccc2)n1-c1cccc(C(F)(F)F)c1,-13.5%,-14.9%,13.4,24.0%,-5.0%,-6.5%,-15.4%,28.2%,-11.5%
Cc1nn(-c2nc3ccccc3[nH]2)c(N)c1-c1ccccc1,-13.9%,-11.4%,-34.8,?,-9.9%,-13.5%,-5.1%,2.0%,-13.6%
CCCc1c(C(=O)N/N=C/c2ccccc2C(F)(F)F)nnn1-c1nonc1N,-2.5%,6.0%,-7.4,30.1%,-5.3%,-9.3%,-5.6%,14.9%,-7.7%
Cc1ccc2c(c1)N(C(=O)CCC(=O)NCCCN1CCN(C)CC1)CC(C)O2 (stereo not given),3.1%,-12.9%,-2.1,13.5%,-2.3%,-5.8%,11.4%,7.2%,-5.1%
CCc1ccccc1NC(=O)Cn1nc(N2CCN(c3ccccc3OC)CC2)ccc1=O,-4.4%,-16.4%,3.6,nt,-0.9%,-7.6%,-28.5%,0.3%,-3.2%
Nc1nonc1-c1nc2ccccc2n1Cc1ccc(Cl)cc1,-11.1%,-9.2%,11.5,-0.8%,1.0%,-5.0%,4.7%,3.4%,-12.0%
O=C(NCc1ccccc1Cl)NCc1noc2ccccc12,3.6%,2.0%,-9.4,nt,1.0%,4.8%,-0.5%,31.0%,-4.1%
N#Cc1ccccc1Cn1c(=O)n(CCCC(=O)NCc2ccc3c(c2)OCO3)c(=O)c2sccc21,-2.4%,-19.8%,-2.6,nt,i,-3.3%,12.0%,8.1%,-3.8%
COc1ccccc1NS(=O)(=O)c1cc(NC(=O)C2CCCC2)ccc1N1CCOCC1,-6.8%,-7.2%,-5.9,-7.2%,7.6%,-5.1%,103.1%[activator],-7.7%,-7.7%
Cc1c(C)c2ccc(OCC(=O)c3ccccc3)cc2oc1=O,-13.9%,-10.1%,-1.7,-13.3%,0.4%,0.9%,-16.0%,?,-5.8%
Cn1nc(-c2ccc(Cl)cc2)nc2c(=O)n(C)c(=O)nc1-2,5.62µM*,-10.6%,nt,?,nt,nt,-89.2%,?,-4.6%
COc1ccc(-n2nc(C(=O)NCC(=O)NC3CCCCCC3)c3ccccc3c2=O)cc1OC,-3.8%,0.8%,-0.7,-3.6%,7.6%,-13.0%,143.1%[activator],50.0%,-15.2%
C/C(=N/NC(=O)CNC(=O)c1ccccn1)c1ccc([N+](=O)[O-])cc1,-0.8%,0.3%,-5.1,8.8%,-4.5%,-19.3%,33.0%[activator],-16.2%,?
Cc1ccc(C)c(CN2C(=O)c3ccccc3S(=O)c3ccc(C(=O)NCCCN4CCCC4)cc32)c1 (stereo not given),-0.2%,-4.2%,-32.1,23.2%,7.8%,-17.0%,23.4%,8.4%,4.7%
CCc1ccc(Oc2cc(Cl)nc(N)n2)cc1,-1.9%,2.7%,13.1,10.4%,-1.8%,-17.8%,16.8%,8.6%,-0.5%
COC(=O)c1sccc1NC(=O)CC1C(=O)NCCN1C(=O)c1ccc(C)c(C)c1 (stereo not given),-1.1%,-8.8%,-3.6,?,-7.4%,-14.0%,32.1%[activator],39.0%,0.6%
O=C(Nc1ccc(S(=O)(=O)N2CCOCC2)cc1)c1cc(-c2ccccc2O)n[nH]1,0.9%,-16.7%,-5.3,1.7%,i,-10.5%,-0.4%,-2.3%,-0.5%
CSCCC(C(=O)NCc1cccs1)N1C(=O)c2ccccc2C1=O (stereo not given),-3.0%,-8.5%,-17.4,21.8%,-6.0%,-14.9%,31.2%[activator],-1.5%,-5.9%
COc1ccc(C2(C(=O)Nc3ccc(S(N)(=O)=O)cc3)CCCC2)cc1,-3.2%,-4.1%,-10.2,-1.3%,-4.5%,-5.6%,-2.7%,-6.0%,-12.1%
COCCCNC(=O)CN1C(=O)COc2ccc(S(=O)(=O)N3CCOCC3)cc21,0.0%&0.7%,4.2%&-12.5%,19.2,36.6%,-8.5%&10.0%,-3.6%&-8.7%,26.2%&-0.1%,4.9%&5.5%,6.9%&44.9%
Cc1cc(N2CCCC2=O)cc(C)c1S(=O)(=O)Nc1c(C)nn(C)c1C,-5.4%,5.9%,2.7,-5.2%,i,-4.9%,34.2%[activator],9.6%,-5.2%
COc1ccc(/C=C/C2=CC(C)(C)NC(=S)N2)c(OC)c1,-2.1%,2.1%,-6.3,7.5%,-2.7%,-22.8%,75.1%[activator],0.7%,-7.1%
COc1ccc2c(c1)CCC/C2=N\NC(=O)c1ccoc1C,-11.8%,-7.8%,nt,1.9%,-3.4%,-9.3%,-21.2%,0.3%,-8.7%
COc1cccc(C(=O)N(C)c2nnc(-c3ccncc3)s2)c1,0.7%,-5.6%,nt,1.7%,3.2%,-16.9%,36.8%[activator],13.0%,9.4%
COC(=O)c1c(NC(=O)c2nc(SCc3ccc(F)cc3)ncc2Cl)sc2c1CCCC2,3.1%,-14.7%,nt,nt,-9.5%,-10.3%,12.1%,10.1%,3.0%
Cc1ccccc1-n1c(CSC(=N)N)nc2ccccc2c1=O,-5.4%,-22.2%,3.2,-0.7%,i,7.1%,18.4%,23.8%,-7.4%
CCOC(=O)N1CCN(C(=O)c2oc3ccc(S(=O)(=O)N4CCCCCC4)cc3c2C)CC1,-0.6%,-20.0%,-7.7,-4.4%,-2.3%,-2.9%,9.1%,3.8%,-13.6%
Cc1c(NC(=S)NC(=O)CC(C)C)c(=O)n(-c2ccccc2)n1C,-1.0%,-0.1%,1.5,3.5%,-9.4%,-20.8%,20.8%,19.0%,-3.8%
CCN(CC)CCCNC(=O)c1cc2c(=O)n(C)c3ccccc3c2n1C,42.7%[activator],21.9%,4.7,-5.8%,-0.4%,-9.3%,-9.2%,25.7%,-5.5%
COc1ccc(C(=O)NNC(=O)COC(=O)c2sccc2C)cc1,nt,-11.0%,8.4,51.8%[activator],-7.9%,4.7%,?,nt,nt
Cc1ccc(C(=O)NCC(=O)N(C)CC(=O)Nc2ccccc2Br)s1,nt,-11.0%,1.4,45.0%[activator],-6.9%,-13.7%,8.8%,nt,nt
COC(=O)CN1C(C(=O)c2ccccc2)=C(OC(=O)c2ccccc2)c2ccccc2S1(=O)=O,0.8%,-17.1%,-15.5,nt,nt,nt,-4.5%,?,-2.2%
CC(=O)C1=C(O)C(=O)N(c2ccc(S(=O)(=O)Nc3nccs3)cc2)C1c1ccc(F)cc1 (stereo not given),-3.5%,-6.1%,-1.7,-0.6%,-11.2%,-16.6%,12.4%,-11.0%,-5.3%
Cc1cc(C)n2ncc(/C(N)=N/OC(=O)Nc3ccccc3)c2n1,9.3%,0.7%,-3.5,-1.6%,-0.4%,-16.2%,-12.3%[58.9 µM],1.1%,0.2%
